CAL PDZ FP-1: human CAL PDZ-peptide interaction inhibition. purified CAL PDZ, TMR-peptide fluorescence polarization, 1 h. inhibition, % at 20 µM. 330,000 compounds, 0.02% hits. AID 504414;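 active = highest replicate inhibition of at least 40%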;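 note: plate controls were DMSO neutral control wells for no effect and unlabeled competitor peptide control wells for full effect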
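Material – purified CerCALP PDZ construct · Detection – FP readout, S and P plane fluorescence · Measure – percent inhibition from loss of millipolarization · Controls – unlabelled peptide for full inhibition, DMSO wells as neutral · Probe or stimulus – TMR-labelled reporter peptide T*-PRC34 bound in PDZ groove · Times – 1 h at RT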
Rtt109 HAT inh: inhibitors of Candida albicans Rtt109/Vps75 histone acetyltransferase | Q5AAJ8 | purified Rtt109/Vps75, ThioGlo CoA-SH fluorescence, 4 h | inhibition, % at 34.9 µM | 330,000 compounds, 0.16% hits | AID 540336;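 active = inhibition of at least 50% in every replicate; inconclusive = best replicate reaches 50% inhibition but some replicates fall short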
Target sequence (Q5AAJ8 whole entry, looked up): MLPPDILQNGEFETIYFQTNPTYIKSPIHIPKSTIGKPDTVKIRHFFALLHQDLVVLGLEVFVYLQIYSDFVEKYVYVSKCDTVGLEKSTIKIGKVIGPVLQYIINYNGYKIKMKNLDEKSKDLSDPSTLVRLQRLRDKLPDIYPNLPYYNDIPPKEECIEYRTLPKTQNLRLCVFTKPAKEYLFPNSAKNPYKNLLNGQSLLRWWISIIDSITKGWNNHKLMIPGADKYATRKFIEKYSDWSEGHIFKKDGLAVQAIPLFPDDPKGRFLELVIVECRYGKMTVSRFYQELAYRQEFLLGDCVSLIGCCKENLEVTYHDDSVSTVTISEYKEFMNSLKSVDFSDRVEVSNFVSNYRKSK
CAL PDZ FP-2: inhibitors of human CAL PDZ peptide binding. Q9HD26. AID 602252. purified CAL PDZ, TMR-peptide fluorescence polarization, 1 h. inhibition, % at 24.9 µM. 300,000 compounds, 0.92% hits;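 active = mean inhibition of at least 30% with at least half of replicates also reaching 30%; inconclusive = no clear call, values can overlap the other calls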;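 note: 0% = DMSO neutral control and 100% = excess unlabeled competitor peptide PRC23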
MITF TRPM1 HTS: activators of MITF-driven TRPM1 promoter activity in SK-MEL-5 cells | SK-MEL-5 TRPM1-promoter luciferase, 24 h; % of positive control, neutral wells = 0 | AID 588334 | activation, % at 12.5 µM | 300,000 compounds, 0.75% hits;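 active = mean activation of at least 80% with every replicate also reaching 80%; inconclusive = mean reaches 80% but some replicate falls short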;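 note: 0% = neutral control wells and 100% = parthenolide positive control wells; values of inactives mirror those of a sister screen read the other way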
cardiac RTF act: increases calcium sensitivity of human cardiac regulated thin filaments; P19429+P45379; 340,000 compounds, 0.24% hits; IANBD-labeled TnC RTF fluorescence at EC20 calcium; 0% EC20 calcium, 100% full calcium; activation, % at 7.2 µM;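 active = activation above the mean over all tested compounds plus 3 SD, cut at about 30% in these data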;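 note: rise in fluorescence read as greater calcium sensitivity of cardiac thin filaments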
dFosB activator: mouse delta FosB homodimer activation. 340,000 compounds, 0.99% hits. purified delta FosB, TAMRA-CDK5 oligo fluorescence polarization; percent of positive-control signal above neutral wells. activation, % at 25 µM. P13346;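 active = mean activation above about 17%, with every replicate also reaching it, limit read from the data, passing the limit was not always enough; inconclusive = only one of the two conditions met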;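 note: fluorescence polarization rise as delta FosB binds a TAMRA Cdk5 AP-1 oligo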
Wnt act: activators of Wnt/beta-catenin signaling | Wnt/beta-catenin reporter cell assay, activator, plate reader | activation, % at 9.35 µM | 300,000 compounds, 1.2% hits | AID 743398; in the data active = activation above about 30%, passing the limit was not always enough; inconclusive = no clear call, values can overlap the other calls;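 note: 0% = neutral control wells and 100% = positive control wells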
CDK5 inh: inhibitors of human CDK5/p35 kinase; Q00535+Q15078; Recombinant CDK5/p35, ADP-Glo luminescence, 60 min; inhibition, % at 10 µM; 330,000 compounds, 0.01% hits;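 active = highest replicate inhibition of at least 50% and at least 75% of replicates reaching 50%; inconclusive = only one of the two criteria met; inactive = both criteria failed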;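 note: plate controls were DMSO neutral control for no effect and GW8510 at 10 µM for full effect; many of its hits are not listed in these tables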
Target sequence (Q00535 whole entry, looked up): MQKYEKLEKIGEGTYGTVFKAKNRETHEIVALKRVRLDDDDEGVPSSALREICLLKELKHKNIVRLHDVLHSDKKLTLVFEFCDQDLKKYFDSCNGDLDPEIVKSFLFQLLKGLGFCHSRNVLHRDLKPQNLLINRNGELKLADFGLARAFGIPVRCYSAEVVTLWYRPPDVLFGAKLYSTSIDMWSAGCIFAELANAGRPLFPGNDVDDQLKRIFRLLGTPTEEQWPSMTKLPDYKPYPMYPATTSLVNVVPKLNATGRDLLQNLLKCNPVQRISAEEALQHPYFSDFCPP
Target sequence (Q15078 whole entry, looked up): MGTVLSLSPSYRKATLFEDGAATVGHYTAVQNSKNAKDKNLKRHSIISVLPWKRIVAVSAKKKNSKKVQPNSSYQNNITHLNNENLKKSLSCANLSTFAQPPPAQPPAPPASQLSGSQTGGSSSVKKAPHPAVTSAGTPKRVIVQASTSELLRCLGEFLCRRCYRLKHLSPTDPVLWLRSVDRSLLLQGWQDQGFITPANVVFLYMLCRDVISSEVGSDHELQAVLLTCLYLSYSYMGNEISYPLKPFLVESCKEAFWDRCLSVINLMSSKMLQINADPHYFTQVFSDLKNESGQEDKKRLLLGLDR
Tat export inh: inhibitors of E. coli Tat protein transport | E. coli MC4100 TorA-mCherry Tat export, fluorescence | AID 488895 | 340,000 compounds, 0.036% hits | inhibition, % at 10 µM;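 active = mean replicate inhibition at least 50% and at least half of replicates individually reaching 50%; inconclusive = only one of the two criteria met; inactive = neither criterion met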;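 note: exported cargo escapes ClpAP degradation while cytoplasmic cargo is degraded and loses fluorescence; 0% = median of neutral control wells and 100% = median of NaSCN control wells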
V-ATPase pH: alters yeast V-ATPase proton transport | S. cerevisiae, pHLuorin cytosolic pH fluorescence | response, % at 10 µM | 350,000 compounds, 0.37% hits; in the data active = response mostly above about 7.3%, no sharp cut-off; inactive = mostly below about 5.4%; note: actives read high; inactives centre near 0; some compounds called inactive have numbers as strong as hits
The depositor's hits bear a star; ? = inconclusive; nt = not tested or not shown.

Order of values: CAL PDZ FP-1	Rtt109 HAT inh	CAL PDZ FP-2	MITF TRPM1 HTS	cardiac RTF act	dFosB activator	Wnt act	CDK5 inh	Tat export inh	V-ATPase pH
CC(C)(CO)NC(=O)c1ccc2nc(Cc3cccc(Cl)c3)oc2c1
    0.8	7	0	nt	-5	2	1	-1.5	-10	0
COc1ccc(-c2nnc(NC(=O)c3ccc4c(c3)OCCO4)o2)cc1
    -1.0	-3	nt	2	-1	-14	-1	-0.8	-8	4
Cn1cccc1CC(=O)N/N=C/c1cc([N+](=O)[O-])ccc1Cl
    -1.2	4	0	3	-5	-10	-2	-0.6	-5	-5
COc1nn(CC(=O)N2N=C(C)CC2(O)C(F)(F)F)cc1[N+](=O)[O-] (stereo unspecified)
    -0.2	2	nt	-16	-5	-5	3	-0.4	-10	4
Cc1nonc1NC(=O)CSc1nc(CCC2CCCC2)nc2ccccc12
    -1.9	-3	7	7	1	-6	-2	2.0	5	1
C[C@H]1CN=C(N(C)C)N1CCCC1CCCC1
    -0.6	1	-1	-15	6	0	-3	0.2	-5	-1
C=CCOc1ccc(/C=N/NC(C)=O)cc1OCC
    -0.7	-6	-5	0	2	2	-2	-6.0	0	1
CC(C)Cn1cnc2c(SCc3ccccc3)nc(N)nc21
    -1.3	-1	-5	32	-7	-2	6	0.4	-1	3
CCOC(=O)N1CCN(C(=O)/C=C/c2ccc3c(c2)OCO3)CC1
    -0.4	1	-2	3	-1	-2	-9	0.3	-4	1
Nc1nonc1-n1nnc(C(=O)N/N=C/c2cccc(Cl)c2)c1CN1CCCC1
    1.0	-10	-3	-10	-5	5	3	-1.2	-1	-3
COc1ccc(C2=NS(=O)(=O)N(C)C(C(=O)Nc3ccc(C(C)=O)cc3)=C2)cc1OC
    -2.4	20	8	-17	2	-7	-4	0.9	4	1
Cc1nc2c(-c3ccc(F)cc3)c(C)nn2c(C)c1CCC(=O)Nc1ccccc1F
    0.0	-17	-10	5	6	4	-3	-1.8	-2	3
Cc1ccc(/C=C2/Sc3ccc(C(=O)NCCN4CCOCC4)cc3NC2=O)cc1
    -2.8	-4	-1	16	2	8	1	nt	2	-1
COCCN(C(=O)CSc1nnc(-c2cccc(OC)c2)n1C)c1c(N)n(Cc2ccccc2)c(=O)[nH]c1=O
    0.9	-2	0	-5	6	-8	nt	1.3	1	-6
COc1ccccc1C(=O)n1nc(-c2ccccc2)nc1NCc1ccco1
    -1.6	-3	-1	9	3	-12	nt	1.2	2	1
COc1nc(-c2ccccc2)cc(-c2ccccc2)n1
    -2.2	10	-2	-15	5	-23	0	0.4	6	-1
COc1cc(C(=O)NC(C)c2cccc3ccccc23)cc(OC)c1OC (stereo unspecified)
    0.1	2	nt	-11	4	-11	0	1.0	-6	-2
COc1ccc(C(=O)NC(=S)Nc2ccccc2[N+](=O)[O-])cc1OC
    -1.6	0	0	14	0	3	0	0.6	-2	-1
Cc1ccc(C)c(N2CCN(S(=O)(=O)c3ccc4c(c3)OCCO4)CC2)c1
    0.4	1	1	10	8	-4	nt	-1.0	14	2
COc1ccc(-n2ncc3c2CC(C)(C)CC3NC(=O)c2oc(C)cc2C)cc1 (stereo unspecified)
    0.0	2	-3	-3	-2	-21	0	-6.9	2	-2
COc1cc(OC)c(OC)cc1/C=N/NC(=O)c1ccc(CSc2nc(C)cc(C)n2)cc1
    0.0	-14	-6	-3	0	-11	-3	0.6	-1	-3
NC1=NC2(CCCCCC2)n2c(nc3ccccc32)N1
    -1.4	20	-1	-4	-3	2	nt	0.1	7	1
CCCCCc1ccc(C(=O)CCCC)c(=S)[nH]1
    -0.1	0	-3	-1	0	-9	1	-0.2	-5	1
COC(=O)c1ccc(OC(=O)c2cccnc2)cc1
    -0.4	11	-2	-10	7	3	nt	0.1	3	2
O=C(Nc1nnc(-c2ccc(Cl)cc2)o1)c1ccc(N2C(=O)CCC2=O)cc1
    -0.1	-5	0	-5	0	-4	0	-1.2	20	-1
Cc1cccc(-c2nc(CSCC(=O)N3CCN(c4ccccn4)CC3)c(C)o2)c1
    -0.1	2	-3	nt	0	-5	nt	0.8	6	-3
COc1ccccc1-n1c(Cc2cccs2)n[nH]c1=S
    -2.4	-2	0	3	-1	-1	2	0.6	6	-2
N#Cc1c(NC(=O)CN2CCCCC2)sc2c1CCC2
    0.0	4	-1	19	9	-6	0	0.0	2	7
O=S(=O)(NCC1CC1)c1ccc(F)c(Cl)c1
    nt	0	-6	4	-2	2	-4	0.1	0	-1
CC1(C)CC(=O)c2cc(C(=O)Nn3cnnc3)c(=O)n(-c3ccccc3)c2C1
    0.0	0	-1	9	1	8	nt	-0.9	-10	-2
Cc1cccc(C)c1NC(=O)c1cc2c(=O)c3ccccc3oc2nc1C(F)(F)F
    -2.2	nt	-2	nt	2	50*	nt	0.6	-3	-2
CCOc1cc(/C=N/Nc2cc(C)nc(-n3nc(C)cc3C)n2)ccc1O
    nt	-4	nt	-57	3	?	-1	0.2	1	0
CN(C)Cc1nc2c(c(=O)[nH]1)C1(CCCCC1)Cc1ccccc1-2
    -3.3	7	-2	3	-3	-8	-2	-2.2	3	1
Cc1cccc(N2CCN(Cc3nc(-c4ccc(F)cc4F)oc3C)CC2)n1
    -2.6	15	-1	8	-1	-4	-2	-1.2	-3	-2
Cc1nn(C)c(C)c1CN(C)C(=O)C1c2ccccc2Oc2ccccc21
    -0.4	1	-4	0	3	-9	-1	-0.4	-2	0
COc1ccc(/C=C/C(=O)NC(=S)NCCc2ccc(OC)c(OC)c2)cc1
    -0.1	-2	-4	-22	-2	7	-1	0.5	-7	3
COC(=O)c1ccc(-n2c(C)ccc2-c2ccccc2)cc1
    -1.3	-12	-1	2	-4	-2	1	-0.5	-7	-3
O=C1OCCN1N=Cc1ccco1
    0.6	-3	-2	-5	5	3	-5	-0.4	0	1
CCOC(=O)c1ccc(NC(=O)c2ccccc2N(C)S(=O)(=O)c2ccccc2)cc1
    -1.6	-6	nt	-5	3	-8	nt	-0.5	14	1
CCCOc1ccc(/C=C/C(=O)O)cc1OC
    -2.6	0	nt	-3	7	-6	-1	-1.0	1	0
COc1ccc(OCC(=O)NS(=O)(=O)c2ccccc2)cc1
    0.0	-5	nt	9	-6	1	0	-2.3	1	-1
CCOc1ccc(C(=O)CN2CCN(S(=O)(=O)c3ccc(Cl)cc3)CC2)cc1
    2.4	0	nt	-2	0	-21	nt	-4.4	-1	5
COC(=O)c1sc(NC(=O)C2c3ccccc3Oc3ccccc32)c(C(=O)OC)c1C
    -2.0	-4	-4	-4	-1	-3	-5	-0.9	-3	0
O=C(c1ccccc1C(=O)N1CCN(c2ccccc2F)CC1)N1CCN(c2ccccc2F)CC1
    0.1	9	-4	-9	1	-10	nt	0.4	2	-4
CCOC(=O)c1c(NC(=O)C2CCCN(S(=O)(=O)c3ccccc3)C2)sc2c1CCCC2 (stereo unspecified)
    -0.7	-6	-3	-12	-13	-8	-1	0.6	-1	3
Cc1ccc(CO/N=C/C2=C(Cl)c3ccccc3CC2)cc1
    0.1	-13	0	4	-4	-2	nt	-0.5	-1	-6
COc1ccc2c3c(ccc2c1)C(=O)/C(=C/O)CC3
    0.8	-8	-3	43	1	-8	2	5.3	-1	-79
CSc1nc(C)nc(C2CC2)c1C#N
    -0.5	-7	-2	nt	nt	-7	2	0.4	-2	-1
CCc1cc(=O)oc2cc(C)cc(OCC(=O)NCCc3c[nH]c4ccccc34)c12
    -3.3	5	6	-7	2	-18	-1	0.5	-2	5
C=CCn1c(CNC(=O)c2ccco2)nnc1SCC(=O)c1ccc(OC)cc1
    -1.5	4	-3	7	-1	8	-2	0.2	0	-1
Cc1ccc(C)c(N2CCN(C(=O)Cn3c(=O)oc4cc(S(=O)(=O)N5CCCC5)ccc43)CC2)c1
    -0.8	-7	nt	nt	0	35*	0	-2.9	3	0
CN(C)C(=O)CCCc1nc(-c2ccc(Cl)cc2)no1
    -0.4	-4	-2	33	-2	-7	nt	1.2	-14	-4
Cc1cccc(C)c1NC(=O)COC(=O)c1ccc(N2CCCC2)c([N+](=O)[O-])c1
    -2.2	-7	-2	-4	-3	51*	-8	-0.9	-1	-1
CCC(CO)Oc1cc(NCc2ccccc2O)c2ncn(C(C)C)c2c1 (stereo unspecified)
    0.9	16	-4	-46	-5	-9	11	-0.3	5	-4
CCNc1ccc(C(=O)OCC(=O)NC(=O)NCC(C)C)cc1[N+](=O)[O-]
    -0.1	-3	0	8	3	-6	0	2.1	2	2
CN(C)C(=O)CCc1ccc2c3c([nH]c2c1)[C@]1(C)[C@@H](C(=O)N2CCCCC2)C[C@H](CC(=O)NCCC2=CCCCC2)C(=O)N1CC3
    -0.6	2	-3	4	2	-4	0	-0.2	-6	-3
N#CC1=C(N)C(C#N)(C#N)[C@H](c2ccsc2)[C@H]2COCC=C12
    -0.2	-13	1	-8	6	-7	nt	2.2	0	0
Cn1c(-c2ccc(F)cc2)cnc1NCc1ccccc1F
    -0.1	-10	nt	20	6	-11	1	1.4	1	0
CN(/N=C/c1ccc(Cl)cc1)c1ncc(Cl)cc1C(F)(F)F
    0.0	-4	-1	37	-7	-7	17	-1.5	-12	-4
OCc1ccccc1CN1CCCCCC1
    -0.2	-6	-2	nt	13	-2	-3	0.6	30	4

Remaining list, next part
Order of values: CAL PDZ FP-1	Rtt109 HAT inh	CAL PDZ FP-2	MITF TRPM1 HTS	cardiac RTF act	dFosB activator	Wnt act	CDK5 inh	Tat export inh	V-ATPase pH
CCOc1ccccc1OCCCC(=O)Nc1sccc1C(N)=O
    -1.9	-7	-36	-3	5	-2	nt	0.5	-4	-1
Cc1ccc(CC2CC(=O)N(CCc3ccc4c(c3)OCO4)C2=O)cc1 (stereo unspecified)
    -1.1	4	-5	1	1	-3	-4	0.8	5	0
CCOc1ccc(OCCC(=O)NNC(=O)c2cc(OC)c(OC)c(OC)c2)cc1
    -2.4	-4	-6	-3	-9	1	5	-0.2	1	-3
Cn1c(=O)c(N=O)c(N)n(Cc2ccccc2)c1=S
    0.1	1	0	-2	9	2	1	0.3	7	8
COc1cc(NC(=S)Nc2cccnc2)cc(OC)c1
    0.8	3	0	4	6	-13	1	0.0	1	5
CN(C(=O)c1cccc(NC(=O)Cc2ccc(NC(=O)C3CCCN(C(=O)C4CCCC4)C3)cc2)c1)C1CC1 (stereo unspecified)
    0.7	-10	-5	5	0	-14	7	-4.3	-1	1
COC(=O)c1c(C(=O)OC)c(-c2ccc(F)cc2)n2c1CSC2
    -3.0	3	nt	-9	3	-4	2	-0.3	0	0
COC(=O)[C@@H]1CCCN1Cc1nc(Cc2ccccc2F)no1
    -1.1	-4	-11	-13	-6	3	-3	0.1	0	1
CCCCNS(=O)(=O)c1ccc2nc(SCC(=O)Nc3cccc(F)c3)[nH]c2c1
    -1.7	3	-3	-8	5	-5	-6	1.8	10	-1
Cc1cc(NC(=O)C(C)SCC(=O)Nc2ccccc2N2CCCC2)no1 (stereo unspecified)
    -0.1	-2	0	-3	7	-11	-1	1.2	-3	1
